Peg3 prom inh: inhibitors of Peg3 promoter; HeLa PEG-Prom luciferase reporter, luminescence, overnight; inhibition, % at 20 µM; 360,000 compounds, 1.7% hits;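 active means inhibition of at least 50% at 20 µM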
hiPSC survival: increases survival of single human iPS cells; survival enhancement, % at 20 µM; hiPSC single-cell survival, ATPlite luminescence; 100% = ROCK inhibitor wells, 0% = DMSO; AID 602274; 360,000 compounds, 0.044% hits; in the data active means survival enhancement above about 18%;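 further: cells exposed to compounds for 16 hours before the ATP read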
HIF-2a block: HIF-2a inhibition; 786-0 RCC cells HIF-2a reporter, luciferase luminescence, overnight; 360,000 compounds, 0.72% hits; inhibition, % at 18.8 µM;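 active means inhibition of the luminescence signal of 40% or more relative to plate controls, in a single-dose primary screen at 18.75 µM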
KKLEB tox: CF airway cell cytotoxicity counter-screen; KKLEB CF airway cells viability, ATPlite luminescence, overnight; stronger effect = lower value; cells stimulated with P. aeruginosa culture filtrate; activity change (cytotoxicity), % at 5 µM; 360,000 compounds, 0.36% hits;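 active means corrected activity change at or below -50% at 5 µM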
NR2E3 ag-1: human photoreceptor-specific nuclear receptor agonism | AID 602229 | inhibition of corepressor binding, % at 3.98 µM | CHO-S Gal4-NCOR/VP16-NR2E3 two-hybrid, luciferase | 360,000 compounds, 0.35% hits;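 active means inhibition above the mean of all tested compounds plus 3 SD, cut at about 70% in these data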;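 further: 0% = DMSO with NR2E3 transfected cells and 100% = cells lacking NR2E3 construct; higher means lower luciferase signal from less NR2E3 corepressor binding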
Target sequence (Q9Y5X4 whole entry, looked up, the tested form may be a part): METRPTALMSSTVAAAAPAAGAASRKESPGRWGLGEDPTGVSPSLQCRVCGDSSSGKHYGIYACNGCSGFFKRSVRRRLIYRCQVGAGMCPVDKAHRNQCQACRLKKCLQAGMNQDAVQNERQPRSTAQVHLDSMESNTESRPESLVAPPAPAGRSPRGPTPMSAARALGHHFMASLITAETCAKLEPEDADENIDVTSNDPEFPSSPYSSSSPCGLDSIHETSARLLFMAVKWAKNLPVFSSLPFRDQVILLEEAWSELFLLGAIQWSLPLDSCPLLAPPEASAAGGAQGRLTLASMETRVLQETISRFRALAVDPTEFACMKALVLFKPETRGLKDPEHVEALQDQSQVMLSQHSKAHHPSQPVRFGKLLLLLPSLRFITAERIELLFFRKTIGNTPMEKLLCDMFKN
aDG glyco act: alpha-DG glycosylation activation; 360,000 compounds, 0.22% hits; AID 624168; Pro5-aDG cells, alpha-DG glycosylation AlphaScreen (IIH6); 0% Pro5, 100% B10-LARGE cell signal; activation, % at 10 µM;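 active means activation of at least 8% versus controls, or a plate z-score of at least 8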;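 further: Pro5 are CHO cells carrying HIG-tagged alpha-DG that lacks glycosylation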
NR2E3 ag-2: NR2E3 (human) agonism. Q9Y5X4. GST-NR2E3/biotin-RetCOR TR-FRET, 1536-well. inhibition of corepressor binding, % at 4.78 µM. 320,000 compounds, 0.12% hits. AID 2300;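 active means percent inhibition above the cutoff of mean plus 3 SD of all tested compounds, set per screening campaign, cut at about 20% in these data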;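 further: 0% = DMSO wells and 100% = biotin wells as full block of FRET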
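Test system: GST-NR2E3 and biotin-RetCOR proteins | Quantity: 1.35 nM GST-tagged NR2E3 final | Medium: Tris pH 7.5 | Also added: 7 nM biotin-RetCOR | Dosing: Compound at 4.8 µM, single dose | Timing: 5 h at 4 °C | Detection: Time-resolved FRET | Read-out basis: Percent inhibition | Benchmarks: Biotin wells as high control, 0.6% DMSO wells as low control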
TWEAK Fn14 block: blocks TWEAK-Fn14 interaction in a reporter cell assay; TWEAK-stimulated Fn14 reporter cells, luciferase luminescence, 8 h; 360,000 compounds, 2% hits; AID 1159606; inhibition, % at 10 µM; in the data active means inhibition above about 50%
CF NFkB block: blocks PAF-induced NF-kB reporter in cystic fibrosis cells | 360,000 compounds, 0.86% hits | KKLEB NF-kB-GFP reporter, GFP fluorescence overnight | inhibition, % at 5 µM | AID 588850;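 active means at least 50% inhibition at 5 µM, scaled per plate between neutral and stimulator controls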;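 further: PAF is a Pseudomonas aeruginosa culture filtrate used as stimulus; plate controls were PAF-stimulated DMSO wells for no effect and unstimulated DMSO wells for full effect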
Shn3 3UTR inh: inhibitors of Schnurri-3 3'UTR reporter in osteoblasts; Clone20 osteoblast Shn3 3'UTR firefly luciferase, 24 h; inhibition, % at 12.5 µM; 360,000 compounds, 0.52% hits; AID 588674;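 active means mean inhibition of at least 75% with every replicate also reaching 75%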;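 further: 0% = median of neutral control wells and 100% = pilot-screen positive control compound; some compounds past the cut are filed as inactive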
TRPM1 prom inh: MITF TRPM1 promoter inhibition in SK-MEL-5 cells | AID 488899 | 330,000 compounds, 0.83% hits | SK-MEL-5 TRPM1 promoter luciferase, 24 h | inhibition, % at 12.5 µM;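 active means mean inhibition across replicates of 60% or more, whatever share of single replicates reaches that level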; further: values of inactives mirror those of a sister screen read the other way
Starred values were filed as active, the others as inactive; / = not tested or not shown.

SMILES	Peg3 prom inh	hiPSC survival	HIF-2a block	KKLEB tox	NR2E3 ag-1	aDG glyco act	NR2E3 ag-2	TWEAK Fn14 block	CF NFkB block	Shn3 3UTR inh	TRPM1 prom inh
O=C(NCc1ccccc1Cl)C1CCN(S(=O)(=O)c2cccc3nonc23)CC1	13	0.4	11	-5	-14	0.1	5	15	-2	14	0
CC1(C)NC(=O)N(CCCCOc2ccc(Cl)cc2C=O)C1=O	30	1.3	-6	-8	-19	-0.2	3	9	17	-1	11
COc1ccc(CNC(=O)CN(Cc2ccc(C)cc2)C(=O)c2csnn2)cc1	6	-0.1	7	8	-20	-0.1	-2	18	5	5	9
Cc1ccc(/C=N/NC(=O)CSc2nc3ccccc3o2)cc1	-290	-1.6	-242	-3	-31	-0.3	-4	-33	-2	-77	-44
CCN(C(=O)c1cccc(Br)c1)C1CCS(=O)(=O)C1 (stereo not drawn)	2	0.4	-2	0	-4	-0.2	-2	0	17	7	2
C#CCNC(=O)C1=C[C@H](c2ccc3c(c2)OCO3)C[C@H](OCc2ccc(CO)cc2)O1	-7	0.9	-18	-4	-4	0.1	7	5	-5	-3	0
CC(C)c1ccccc1NC(=S)NCC1(N(C)C)CCCCC1	0	-0.3	5	-10	-11	0.7	2	9	-6	13	-3
CCN(CC(=O)Nc1ccc(NC(C)=O)cc1)C(=O)c1ccc(S(=O)(=O)N2CCCC2)cc1	-3	4.6	10	-5	6	-0.3	/	6	5	0	/
Fc1ccc(N=c2ssnc2Cl)c(F)c1	-6	-1.3	-41	-10	-6	-0.1	2	23	15	11	7
O=C(NCCC1CCCCN1S(=O)(=O)c1ccc(F)cc1)C(=O)Nc1ccccc1F (stereo not drawn)	15	0.1	-1	11	5	0.2	1	11	0	14	-1
CN1CC=C2C(C#N)=C(N)C(C#N)(C#N)[C@H](c3cccs3)[C@H]2C1	2	-0.3	9	-4	-24	-0.2	1	-1	-13	9	7
O=C(NCCCn1ccnc1)c1ccc2ccccc2c1	2	0.0	0	21	-18	0.2	2	-4	-12	6	8
Cc1nnc(SCC(=O)c2cc(C)n(-c3ccc4c(c3)OCO4)c2C)s1	-144	1.8	-251	-1	-17	1.2	-2	-4	-9	19	-19
S=c1[nH]nc(-c2cccnc2)n1/N=C/c1ccc(Br)s1	21	-0.7	15	5	4	-0.1	0	0	4	-5	-1
O=C(CCn1cnnn1)Nc1ccccc1	-2	0.0	2	-15	4	-0.3	-5	3	-33	-6	-11
Nc1ncnc2c1cnn2C1CC(O)C(CO)O1 (stereo not drawn)	-10	-1.6	12	12	-4	-0.2	/	-10	-6	-14	-5
Cn1c(=O)c2c(nc(Br)n2CCCc2ccccc2)n(C)c1=O	3	0.1	17	4	-20	0.1	-1	-4	1	-13	-4
CCOC(=O)C1CCCN(C(=O)c2ccccc2NS(=O)(=O)c2ccc(F)cc2)C1 (stereo not drawn)	17	5.2	12	14	1	0.2	/	-1	-20	-1	11
CC1CC1C(=O)OCC(=O)Nc1ccc(Cl)cn1 (stereo not drawn)	-44	-1.6	-23	4	-6	-0.3	/	-6	15	-1	-15
O=C(COC(=O)c1cc2ccccc2cc1O)NC1CCCCC1	10	0.2	1	1	-4	0.1	/	21	10	20	/
O=C(COCc1nc2ccccc2c(=O)[nH]1)NC1CCCC1	9	2.2	-15	-5	8	-0.1	3	-13	3	4	5
CN(C(=S)NC1CCCCC1)C1(c2ccccc2Cl)CCCCC1=O (stereo not drawn)	33	-0.5	18	-15	-22	0.3	2	12	32	-14	3
CS(=O)(=O)N1CCC(C(=O)Nc2ccc(OCc3ccccc3)cc2)CC1	-8	-1.0	-1	-20	-1	0.1	0	3	1	-5	-8
Cc1cc(C)c(-c2c(N)cc(Br)cc2Br)c(N)c1	31	-2.3	24	-16	16	-0.4	/	25	26	19	5
Cc1ccccc1CNC(=O)CCNS(=O)(=O)c1ccc(OC(F)(F)F)cc1	-15	2.3	-25	0	12	0.1	1	1	-3	1	6

Three compounds already listed, ordered by their value in TWEAK Fn14 block, falling:
canonical_smiles	Peg3 prom inh	HIF-2a block	NR2E3 ag-1	aDG glyco act	NR2E3 ag-2	TWEAK Fn14 block	CF NFkB block	Shn3 3UTR inh	TRPM1 prom inh
CC(C)c1ccccc1NC(=S)NCC1(N(C)C)CCCCC1	0	5	-11	0.7	2	9	-6	13	-3
CS(=O)(=O)N1CCC(C(=O)Nc2ccc(OCc3ccccc3)cc2)CC1	-8	-1	-1	0.1	0	3	1	-5	-8
S=c1[nH]nc(-c2cccnc2)n1/N=C/c1ccc(Br)s1	21	15	4	-0.1	0	0	4	-5	-1

Further entries follow.
SMILES	Peg3 prom inh	hiPSC survival	HIF-2a block	KKLEB tox	NR2E3 ag-1	aDG glyco act	NR2E3 ag-2	TWEAK Fn14 block	CF NFkB block	Shn3 3UTR inh	TRPM1 prom inh
Cc1ccsc1/C=N/NC(=O)CNC(=O)c1ccc(S(=O)(=O)N2CCOCC2)cc1	-3	-0.2	15	4	-17	0.8	-1	-1	6	0	6
CCOC(=O)CC1CCCCN1Cc1cn[nH]c1-c1ccc(F)cc1F (stereo not drawn)	8	-0.6	22	10	7	0.2	1	-6	-6	-54	2
CCOC(=O)CC1C(=O)NCCN1C(=O)c1c(F)cccc1F (stereo not drawn)	0	-1.6	8	-2	13	-0.1	-2	-1	1	3	1
CO/N=C/C(C#N)=C/c1cc(C(=O)c2ccccc2)cn1C	9	-1.8	-10	7	-1	0.0	3	-19	-24	12	6
COc1cccc(-n2c(-c3ccccc3)c[nH]c2=S)c1	9	0.2	-100	-8	-42	0.0	2	13	-38	1	6
COc1ccc(CC(N)c2csc(Nc3cc(NCCCO)ncn3)n2)cc1 (stereo not drawn)	14	-1.9	16	-3	-15	-0.1	/	-3	12	0	/
COc1ccc(C(=O)Nc2ccc(Nc3ccccc3)cc2)cc1[N+](=O)[O-]	12	-0.1	-9	5	20	0.8	4	6	-27	33	10
COC(=O)C1C(O)=CC(=O)CC1C (stereo not drawn)	7	-0.6	9	9	-6	0.1	2	1	-8	3	4
Cc1ccc(NC(=O)Cn2nc(C(=O)O)c3ccccc3c2=O)c([N+](=O)[O-])c1	9	0.3	13	2	-7	0.1	2	21	-16	12	4
Cc1cccc(CCNC(=O)CCS(=O)(=O)c2ccc(Br)cc2)c1	-1	-1.2	4	3	6	-0.1	6	-13	-19	12	10
O=C(/C=C/c1cccc([N+](=O)[O-])c1)NC(=S)Nc1cccc(NC(=O)c2ccccc2Cl)c1	37	-1.2	27	-35	-27	-0.3	-3	-7	37	6	14
Cc1cc(Cl)ccc1OCC(=O)OCC(=O)NC1CCS(=O)(=O)C1 (stereo not drawn)	-4	-0.2	14	-7	-29	0.0	-1	0	4	11	7
CCOC(=O)C1=C(C)OC(N)=C(C#N)C1c1cc(Cl)c(OCC(N)=O)c(OC)c1 (stereo not drawn)	-2	-1.6	17	2	-20	-0.4	-2	0	-6	1	9
CCOCCCNC(=O)c1oc2ccc3c(c2c1C)C(O)CC(C)(C)O3 (stereo not drawn)	3	-0.5	-23	-4	-9	0.0	/	-8	1	5	-13
CC(C)C[C@@H](CN1CCCC1CN1C(=S)NC[C@@H]1Cc1ccccc1)N1C[C@H](Cc2ccc(O)cc2)N(CCc2ccccc2)C1=S (stereo partly drawn)	/	-1.6	-10	/	-14	0.4	/	32	/	/	/
CCc1ccc(-c2nn(Cc3ccccc3)cc2C(=O)NCC2CCCO2)cc1 (stereo not drawn)	-10	-0.3	-16	-3	11	0.0	1	-6	-5	-10	-4
CN(Cc1ccccc1)C(=O)CCC1CCN(C(=O)CCC(F)(F)F)CC1	-172	0.1	-170	1	-89	0.0	7	-11	1	-46	-35
COc1ccc(NS(=O)(=O)c2cc(C)ccc2OC)cc1OC	14	-2.3	12	-13	21	-0.3	-1	10	-6	23	11
O=C(O)C[C@H]1c2cc(C(F)(F)F)ccc2S(=O)(=O)N1C1CCCCC1	5	1.3	6	0	-9	0.1	-1	0	-20	8	1
O=C(O)c1cc(=O)c2c(OCC(O)COc3cccc4oc(C(=O)O)cc(=O)c34)cccc2o1	-15	0.4	-21	-2	-20	-0.2	/	-7	-1	-20	6
CCCC1(C)NC(=O)c2ccccc2O1 (stereo not drawn)	9	2.3	10	4	10	-0.1	4	-36	11	4	2
CCN(CC)CCCNc1nc(-c2ccccc2)nc2ccccc12	4	-0.3	-23	5	6	0.1	3	-14	-14	-9	-8
CC(C)c1ccc2oc(=O)cc(CN3CCCCC3)c2c1	4	0.5	19	-10	-3	-0.1	-2	-9	9	15	3
CCOC(=O)CSc1nc2sc3c(c2c(=O)n1-c1ccc(OC)cc1)CCN(C)C3	1	-0.1	8	-10	-25	0.0	/	-4	-4	-6	-4
Cc1ccc(CS(=O)(=O)CCC(=O)NCCCOC(C)C)cc1	-10	5.5	6	2	-13	0.3	1	4	-2	-4	0

11 successive compounds out of the list so far, for reference:
SMILES	Peg3 prom inh	hiPSC survival	HIF-2a block	KKLEB tox	NR2E3 ag-1	aDG glyco act	NR2E3 ag-2	TWEAK Fn14 block	CF NFkB block	Shn3 3UTR inh	TRPM1 prom inh
O=C(NCc1ccccc1Cl)C1CCN(S(=O)(=O)c2cccc3nonc23)CC1	13	0.4	11	-5	-14	0.1	5	15	-2	14	0
CC1(C)NC(=O)N(CCCCOc2ccc(Cl)cc2C=O)C1=O	30	1.3	-6	-8	-19	-0.2	3	9	17	-1	11
COc1ccc(CNC(=O)CN(Cc2ccc(C)cc2)C(=O)c2csnn2)cc1	6	-0.1	7	8	-20	-0.1	-2	18	5	5	9
Cc1ccc(/C=N/NC(=O)CSc2nc3ccccc3o2)cc1	-290	-1.6	-242	-3	-31	-0.3	-4	-33	-2	-77	-44
CCN(C(=O)c1cccc(Br)c1)C1CCS(=O)(=O)C1 (stereo not drawn)	2	0.4	-2	0	-4	-0.2	-2	0	17	7	2
C#CCNC(=O)C1=C[C@H](c2ccc3c(c2)OCO3)C[C@H](OCc2ccc(CO)cc2)O1	-7	0.9	-18	-4	-4	0.1	7	5	-5	-3	0
CC(C)c1ccccc1NC(=S)NCC1(N(C)C)CCCCC1	0	-0.3	5	-10	-11	0.7	2	9	-6	13	-3
CCN(CC(=O)Nc1ccc(NC(C)=O)cc1)C(=O)c1ccc(S(=O)(=O)N2CCCC2)cc1	-3	4.6	10	-5	6	-0.3	/	6	5	0	/
Fc1ccc(N=c2ssnc2Cl)c(F)c1	-6	-1.3	-41	-10	-6	-0.1	2	23	15	11	7
O=C(NCCC1CCCCN1S(=O)(=O)c1ccc(F)cc1)C(=O)Nc1ccccc1F (stereo not drawn)	15	0.1	-1	11	5	0.2	1	11	0	14	-1
CN1CC=C2C(C#N)=C(N)C(C#N)(C#N)[C@H](c3cccs3)[C@H]2C1	2	-0.3	9	-4	-24	-0.2	1	-1	-13	9	7
